WRN helicase inh – blocks human WRN helicase | Q14191 | WRN helicase unwinding, fluorescent forked duplex, kinetic | Potency, µM (series often up to 114 µM), for inactives: at the top dose activity change, negative = inhibition, hits mostly inhibitors | actives 0.46% (n = 360,000) | AID 651768; also: potency is read from the fitted curve at half-maximal effect; % is scaled to controls: 0 for no effect and ±100 for the full control effect; nearly all actives have a fitted effect of over 55% in size
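Enzyme (20 nM final) and test compound sit together 15 min at room temperature before substrate addition. Substrate is a single-forked duplex oligonucleotide (100 nM) labelled with fluorophore and quencher, with 2 mM ATP; helicase unwinding raises red fluorescence, read kinetically.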
PI5P4K alpha inh – blocks human PI5P4K alpha kinase activity; P48426; PI5P4Kalpha enzyme, ADP-Glo luminescence, 60 min; stronger effect = lower value; max response, %; actives 1.2% (n = 330,000); AID 652105; active = max response of -50% or lower; inconclusive = between -30% and -50%; inactive = -30% or higher; also: value at the top dose of about 77 µM; % is scaled to controls: 0 for no effect and ±100 for the full control effect
Target sequence (P48426 whole entry, looked up): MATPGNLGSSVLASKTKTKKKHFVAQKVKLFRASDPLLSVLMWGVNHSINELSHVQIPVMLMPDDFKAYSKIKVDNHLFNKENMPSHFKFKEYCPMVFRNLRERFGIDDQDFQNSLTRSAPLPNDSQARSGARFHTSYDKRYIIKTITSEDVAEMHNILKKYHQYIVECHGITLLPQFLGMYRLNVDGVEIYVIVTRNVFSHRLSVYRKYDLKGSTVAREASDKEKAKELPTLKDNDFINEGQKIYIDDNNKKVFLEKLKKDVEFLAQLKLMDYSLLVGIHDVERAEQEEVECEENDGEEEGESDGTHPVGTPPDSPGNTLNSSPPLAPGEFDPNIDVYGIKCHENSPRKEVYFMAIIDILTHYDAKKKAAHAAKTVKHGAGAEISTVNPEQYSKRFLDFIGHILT
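ADP-Glo luminescence end-point after a 60 min room-temperature kinase reaction. PI5P4Kalpha and substrate in HEPES pH 7.4 buffer with EGTA, 0.1% CHAPS and 5% DMSO; ATP at 5 microM final.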
EPAC1 antagonist – EPAC1 (human) antagonism; EPAC1 GEF assay, Rap1b-BODIPY-GDP exchange fluorescence; AID 720709; O95398; Potency, µM (doses to about 115 µM), for the others: top-dose activity change, negative = inhibition, most hits filed as inhibitors; actives 0.14% (n = 360,000);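 also: potency is read from the fitted curve at half-maximal effect; plate controls were vehicle for no effect and positive control for full effect; nearly all actives have a fitted effect of over 50% in size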
EPAC1 agonist – agonists of human EPAC1; O95398; EPAC1 agonist qHTS, biochemical assay; response scale: 100% = response to 6.5 mM cAMP; Potency, µM (series often up to 154 µM), for inactives: at the highest dose activation, actives largely listed as activators; actives 0.073% (n = 360,000); AID 720707; also: potency is read from the fitted curve at half-maximal effect; nearly all actives have a fitted effect of over 60% in size
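Nucleotide exchange assay: 100 nM EPAC1 with 250 nM Rap1B loaded with BODIPY-GDP and 50 uM GDP, room temperature. Fluorescence (480/540 nm) read every 5 min for 30 min; signal change normalized to 6.5 mM cAMP as full agonist.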
IL-2 act – activates IL-2 in a cell-based reporter assay; IL-2 activation reporter assay, cell-based qHTS; stimulated with anti-CD3/CD4/CD28 beads; in transgenic mouse T cells; actives 0.065% (n = 360,000); activation, % (series mostly up to about 46 µM); AID 652025; in the data active = activation above about 50%; inconclusive = mostly about 30% to 49%; also: 0% is about no effect
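Unstimulated transgenic mouse T cells, 750 per well, received compound and, after 60 minutes, anti-CD3/anti-CD4 bead plus anti-CD28 stimulation. EGFP and DsRed were quantified after 18 hours.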
CCT chaperon mod – cytosolic chaperonin activity modulation; purified chaperonin ATPase assay, HTRF ADP detection, 30 min; activity change, % (no concentration beside the values), hits read low; actives 0.3% (n = 360,000); AID 651819; in the data active = activity change below about -30%; also: % is scaled to controls: 0 for no effect and ±100 for the full control effect
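We incubate TRiC, 40 or 20 nM final, with library compounds at 76 uM and 10 uM ATP for 30 min at 37 °C. ADP formed is detected with Transcreener HTRF reagents after 30 min at room temperature.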
EPAC2 ag – activates human EPAC2 exchange factor; actives 0.079% (n = 360,000); EPAC2 activation, biochemical qHTS; response scale: 100% = 6.5 mM cAMP response; Potency, µM (titrated, usually from 154 µM), without a hit: at the top dose activation, usual class: activators; Q8WZA2; also: potency is read from the fitted curve at half-maximal effect; nearly all actives have a fitted effect of over 50% in size
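Fluorescence exchange assay: 100 nM EPAC2 with 250 nM RAP1B-BODIPY-GDP and 50 uM GDP; compounds tested as a concentration-titration series (qHTS). Loss of Rap1-bound BODIPY-GDP fluorescence read at 480/540 nm; data normalized to 6.5 mM cAMP.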
PLK1 PBD inh – blocks phosphopeptide binding to human PLK1 polo-box domain; P53350; Plk1 PBD binding of FITC phosphopeptide, fluorescence polarization; Potency, µM, inactives show max response, negative = inhibition, hits mostly inhibitors; actives 2.8% (n = 360,000); AID 720504; also: potency is read from the fitted curve at half-maximal effect; series mostly up to about 57 µM; % is scaled to controls: 0 for no effect and ±100 for the full control effect; nearly all actives have a fitted effect of over 65% in size
Target sequence (P53350 whole entry, looked up, the tested form may be a part): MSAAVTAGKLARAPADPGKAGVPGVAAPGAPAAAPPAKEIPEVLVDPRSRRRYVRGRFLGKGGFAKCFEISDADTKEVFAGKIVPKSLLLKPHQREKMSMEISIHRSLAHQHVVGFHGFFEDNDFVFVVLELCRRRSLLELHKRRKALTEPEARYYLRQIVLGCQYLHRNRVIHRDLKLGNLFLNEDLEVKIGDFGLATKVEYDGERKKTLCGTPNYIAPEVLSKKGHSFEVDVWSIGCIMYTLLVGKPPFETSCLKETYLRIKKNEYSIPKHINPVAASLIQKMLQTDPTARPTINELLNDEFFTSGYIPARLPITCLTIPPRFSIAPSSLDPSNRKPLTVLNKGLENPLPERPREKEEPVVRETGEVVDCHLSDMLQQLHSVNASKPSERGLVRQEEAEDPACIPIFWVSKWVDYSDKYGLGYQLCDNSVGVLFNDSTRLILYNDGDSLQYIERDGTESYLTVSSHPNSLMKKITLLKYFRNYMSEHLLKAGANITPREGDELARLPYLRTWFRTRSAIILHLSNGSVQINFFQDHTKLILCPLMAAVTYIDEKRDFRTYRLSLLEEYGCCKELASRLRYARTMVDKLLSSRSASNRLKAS
* marks the source's active call; other numbers are inactive results; u = inconclusive; x = no result given; & = joins results of further samples; [ ] = another dose, or the depositor's remark. Unless noted, calls follow the shape of the dose curve; as a rule, active = well fitted curve in the direction sought with a large enough effect; inconclusive = small, poorly fitted or top-dose-only effect, or another doubt; inactive = no such curve, though single readings can be large; an effect the other way counts as inactive or inconclusive. This is a subset, so the mix of outcomes need not match the whole.

Under each structure – WRN helicase inh	PI5P4K alpha inh	EPAC1 antagonist	EPAC1 agonist	IL-2 act	CCT chaperon mod	EPAC2 ag	PLK1 PBD inh
CN(C)CC1CC/C(=C\c2ccc(O)cc2)C1=O (stereo unspecified)
 : 11µM*	-21	-11%	5%	-0.6	1.0	10%	6.7µM*
O=C(O)c1ccccc1C(=O)Nc1ccc(S(=O)(=O)Nc2nccs2)cc1
 : 0%	0	-5%	-10%	1.4	1.1	5%	0%&-11%
CCOc1ccc(N(CC(=O)N2CCCC2)S(=O)(=O)c2c(C)noc2C)cc1
 : 4%	1	0%	-4%	-2.0	-1.8	5%	-4%
Cc1cccc2cc(CN(CC3CCCO3)C(=O)c3cccnc3)c3nnnn3c12 (stereo unspecified)
 : -5%	-3	24%	5%	-1.9	-1.1	6%	-10%
Cc1ccc(C(=O)C(C(=O)/C=C/c2ccccc2)=C2SCCCS2)cc1
 : -13%	u	0%	0%	-0.8	1.8	5%	3.4µM*
Cc1ccc2[nH]c(=O)c(NC(N)=S)nc2c1
 : -11%	x	0%	2%	-2.8	-0.3	8%	-4%
CCOC(=O)/C(C#N)=C/c1cn(CCC(=O)O)nc1-c1ccc(F)cc1
 : -4%	-1	4%	-5%	0.0	-3.2	-3%	3%
CCOC(=O)C(Sc1nnc2c3ccccc3n(CC)c2n1)C(=O)OCC
 : -18%	x	-6%	7%	0.0	-1.1	7%	u
Cc1cccc(N2CCN(C(=O)c3ccc(CNc4c(N5CCC(C)CC5)c(=O)c4=O)cc3)CC2)c1C
 : -5%	1	8%	-1%	-1.0	-1.6	2%	-7%
Cn1c(CCNC(=O)c2cccs2)nnc1SCC(=O)Nc1nc(-c2ccccc2)cs1
 : 3%	12	-22%	-5%	0.5	0.6	3%	1%
CCN(CC)C(=O)c1cc(Cl)ccn1
 : -36%	u	4%	-4%	-3.4	1.9	-4%	12µM*
COc1ccc(-c2cn(-c3ccc(C)cc3)c(=O)n2CC(=O)Nc2cccc(F)c2)cc1
 : -22%	-1	0%	6%	1.5	-0.3	3%	-22%
N#Cc1ccccc1OCC(=O)NNC(=O)CCC1CCCC1
 : -1%	-5	6%	-3%	0.5	0.8	1%	5%
CC1(C)CC(CC(=O)NNc2nc(-c3ccccc3)cs2)C(=O)O1 (stereo unspecified)
 : -12%	-11	-1%	0%	0.7	-1.8	5%	27µM*
CNC(=O)/C(C#N)=C/c1cn(CC(=O)OC)c2ccccc12
 : -1%	0	-3%	-4%	-0.6	-1.5	3%	5%
Cc1ccc(C)c(NC(=O)CN(C)C(=O)Cc2ccccc2)c1
 : 7%	-3	-18%	-7%	-2.2	1.8	0%	-5%
Cc1nn(C(=O)c2ccccc2)c2c1C(=O)CC(C)(C)C2
 : -1%	x	-12%	14%	-0.1	0.9	-2%	-17%
CC(=O)c1ccc(N2CCN(C(=S)Nc3ccc(Cl)c(Cl)c3)CC2)cc1
 : 1%	2	-17%	0%	-3.0	-2.3	0%	-3%
COc1ccccc1NC(=O)c1ccc(Cl)c(S(=O)(=O)N2CCOCC2)c1
 : 11%	-3	7%	6%	-0.6	-1.8	1%	-13%
O=C(CN1C(=O)NC2(CCCC2)C1=O)NCc1cccc(Cl)c1
 : 5%	2	-7%	-4%	0.5	-2.1	6%	-6%
CCCc1nn(C)c(C(=O)Nc2cccc3ccccc23)c1Cl
 : 1%	3	0%	-3%	-3.5	2.3	-1%	7%
CCN1CCN(c2c(Cl)cccc2NC(=O)c2cccs2)CC1
 : 6%	3	21%	-1%	-3.0	1.0	2%	0%
Fc1ccc(NCc2cccnc2)cc1F
 : 5%	x	6%	4%	-0.8	-0.3	1%	-21%
CCOC(=O)CN(C(=O)CSc1nnc(-c2ccncc2)n1CCCOC)c1ccccc1
 : -3%	0	-2%	2%	0.7	0.3	8%	-2%
O=C1/C(=C/c2cccs2)SC(=S)N1CC(=O)N1CCCCC1CCO (stereo unspecified)
 : -2%	-6	-10%	0%	-0.6	-1.0	9%	-17%
CCNC(=O)c1c(NC(=O)C2COc3ccccc3O2)sc2c1CCCC2 (stereo unspecified)
 : 8%	-5	-13%	12%	-0.7	-2.4	7%	-13%
O=C1CCCCCC(=O)[C@H](O)C[C@H](c2ccccc2)O1
 : -2%	-9	1%	-8%	-0.4	0.0	13%	-4%
COc1ccc2nc(SCC(=O)Nc3ccc(S(=O)(=O)Nc4onc(C)c4C)cc3)[nH]c2c1
 : u	1	-1%	8%	0.8	-2.1	1%	-11%
O=C(NCc1ccncc1)Nc1ccc(Cl)cc1Cl
 : 5%	-2	4%	1%	-2.5	-2.7	2%	-8%
Cc1ccc(Cl)cc1NC(=O)c1ccccn1
 : -4%	3	1%	-7%	0.2	-1.3	-5%	8%
CC(C)(CC(=O)O)CC(=O)Nc1ccc2c(c1)ncn2CCc1ccccc1
 : 5%	-6	1%	-7%	-0.6	-1.4	-8%	3%
CCC1SC(CC)C(=O)N(CC(=O)Nc2ccc3c(c2)OCO3)C1=O (stereo unspecified)
 : -6%	-16	-7%	3%	-1.8	0.4	8%	-9%
O=C(c1ccco1)N1CCN(C(c2ccccc2Cl)c2nnnn2Cc2ccco2)CC1 (stereo unspecified)
 : -12%	-8	-28%	-2%	-0.6	-1.8	-3%	u
Cc1ccsc1C(=O)N/N=C/C=C/c1ccccc1[N+](=O)[O-]
 : -5%	1	3%	11%	-1.3	1.4	2%	-1%
O=C1CN(C(=O)c2cc3ccccc3oc2=O)C(c2ccc(F)cc2)c2cc(Br)ccc2N1 (stereo unspecified)
 : -7%	-5	0%	-15%	-1.8	0.6	-1%	0%
Cc1ccc2sc(N(CCCN(C)C)C(=O)c3ccc(S(=O)(=O)N(C)C)cc3)nc2c1C
 : 4%	2	-3%	2%	0.5	-0.6	3%	-6%
C/C(Cc1ccccc1)=N\NC(=O)c1ccccn1
 : 1%	-4	11%	14%	-0.4	1.7	4%	0%
O=C(COC(=O)CCc1ccc(S(=O)(=O)N2CCOCC2)cc1)NCc1ccccc1Cl
 : -5%	2	-7%	-10%	1.3	2.0	1%	2%
Cc1ccccc1S(=O)(=O)N1C[C@H]2[C@H]3C(=O)N(C4CCCCC4)C(=O)[C@H]3CC(=O)[C@H]2[C@@H]1c1ccc(Cl)cc1
 : -9%	3	-7%	-8%	-0.4	1.0	6%	-3%
CC(=O)OCC(=O)Nc1cc(S(=O)(=O)N2CCCCCC2)ccc1Cl
 : 2%	-5	-6%	6%	0.7	-2.8	7%	4%
CCCN1CCc2c(sc(NC(=O)CCS(=O)(=O)c3ccccc3)c2C(N)=O)C1
 : -23%	4	-10%	7%	-3.8	-0.8	13%	-8%
CC(C)N(Cc1ccccc1)C(=S)NC(=O)C1(C)CC1(Cl)Cl (stereo unspecified)
 : 5%	0	-2%	0%	-0.3	-0.3	0%	-3%
COc1ccc(OC)c(S(=O)(=O)N2Cc3ccccc3CC2C(=O)Nc2nccs2)c1 (stereo unspecified)
 : -7%[57.1 µM]	6	-13%	-3%	-2.9	0.6	-10%	-2%
Cc1ccc(S(=O)(=O)N2CCOCC2)cc1C(=O)NCc1cccs1
 : 8%[57.1 µM]	0	-11%	-5%	-0.2	1.8	2%	u
COc1ccccc1C(=O)N/N=C(\C)CC(=O)Nc1ccccc1NC(C)=O
 : 7%	1	12%	-5%	-2.3	-1.5	7%	3%
Cc1cc(=O)n2[nH]c(-c3ccccc3)cc2n1
 : 5%	-12	-3%	2%	0.3	0.0	-4%	-4%
Cn1cccc1/C=C1\CCC/C(=C\c2cccn2C)C1=O
 : -13%	10	19%	100µM*	4.9	-0.5	-21%	22%
CCOC(=O)C1=C(COC(=O)c2ccc(Br)c(S(=O)(=O)N3CCOCC3)c2)NC(=O)NC1C (stereo unspecified)
 : -9%	u	0%	8%	0.1	-0.5	1%	-8%
C=C(C)C(=O)OCC(=O)NCc1ccccc1
 : -20%	4	-9%	-5%	-2.3	0.4	2%	-16%
C1CN(c2nc3nonc3nc2N2C[C@H]3CC[C@H]2C3)CCS1
 : -3%	-4	-6%	2%	1.7	-1.5	-18%	7%
CCOC(=O)/C(=C/Nc1ccc(F)c(F)c1)[N+](=O)[O-]
 : -1%	3	-17%	6%	1.1	-0.7	7%	-9%
CCC(C)(C)NC(=O)c1cc([N+](=O)[O-])ccc1N1CCOCC1
 : 30%	3	11%	-3%	0.3	-0.1	0%	-11%
O=c1[nH][nH]c2c1C(c1cccc(C(F)(F)F)c1)OC(CCc1ccccc1)C2 (stereo unspecified)
 : -2%	26	-1%	-10%	-0.1	0.9	-2%	-9%
COc1cccc(CN(C)CC(=O)Nc2ccccc2C(C)C)c1
 : -23%	-5	-3%	-5%	-0.4	-1.2	13%	-5%
CCc1ccc(NC(=O)Cn2c(SC)nc3ccccc32)cc1
 : -4%	4	-5%	11%	1.9	-3.4	1%	-5%
COc1ccc(NC(=O)Nc2ccc3c(c2)C(=O)N([C@H](C)CO)C[C@H](C)[C@@H](CN(C)C(=O)Nc2ccc(OC)cc2)O3)cc1
 : -3%	0	-23%	-13%	0.1	-0.3	0%	0%
CC(C)c1ccc(NC(=O)C2CC2c2ccccc2)cc1 (stereo unspecified)
 : -10%	10	-7%	12%	-0.6	-1.4	11%	6%
CN1C(=O)c2ccc(C(=O)Nc3ccc4c(c3)OCO4)cc2C1=O
 : 0%	-10	19%	5%	-2.4	-1.0	-1%	2%
CN(CC(=O)Nc1c(Cl)cccc1Cl)C(=O)CC1OC(=O)c2ccccc21 (stereo unspecified)
 : 1%	2	6%	-1%	-0.8	-1.4	3%	-3%

Structures from the list above with bromine:
Under each structure – WRN helicase inh	PI5P4K alpha inh	EPAC1 antagonist	EPAC1 agonist	IL-2 act	CCT chaperon mod	EPAC2 ag	PLK1 PBD inh
O=C1CN(C(=O)c2cc3ccccc3oc2=O)C(c2ccc(F)cc2)c2cc(Br)ccc2N1 (stereo unspecified)
 : -7%	-5	0%	-15%	-1.8	0.6	-1%	0%
CCOC(=O)C1=C(COC(=O)c2ccc(Br)c(S(=O)(=O)N3CCOCC3)c2)NC(=O)NC1C (stereo unspecified)
 : -9%	u	0%	8%	0.1	-0.5	1%	-8%

From PubChem
